# Screens as filed in PubChem.
# GBA activity up: increases beta-glucosidase activity in Gaucher fibroblasts | P04062 | L444P Gaucher fibroblasts, 4-MU-glucoside fluorescence, 3 days | activation, % at 10 µM | 0.44% of 30,000 active | AID 784; in the data active = activation above about 65%;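 note: 0% = vehicle wells and 100% = positive control wells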
# Target sequence (P04062 whole entry L483P): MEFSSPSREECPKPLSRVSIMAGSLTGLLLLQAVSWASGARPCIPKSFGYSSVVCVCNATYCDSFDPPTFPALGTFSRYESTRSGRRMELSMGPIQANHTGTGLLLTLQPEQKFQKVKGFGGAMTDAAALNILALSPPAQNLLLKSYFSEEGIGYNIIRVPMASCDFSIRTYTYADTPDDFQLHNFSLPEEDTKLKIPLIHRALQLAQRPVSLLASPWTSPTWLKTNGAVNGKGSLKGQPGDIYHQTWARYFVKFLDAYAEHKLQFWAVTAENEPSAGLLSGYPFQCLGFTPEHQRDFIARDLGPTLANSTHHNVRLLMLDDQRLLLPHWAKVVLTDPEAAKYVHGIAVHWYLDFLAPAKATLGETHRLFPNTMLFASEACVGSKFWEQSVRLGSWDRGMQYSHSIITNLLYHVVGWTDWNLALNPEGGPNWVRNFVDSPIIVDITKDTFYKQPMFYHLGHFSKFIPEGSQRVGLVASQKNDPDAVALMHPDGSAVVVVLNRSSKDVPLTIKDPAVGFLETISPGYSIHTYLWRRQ
# Starred values were filed as active, the others as inactive. This is a subset; rates above refer to the full screens.
molecule	GBA activity up
COc1cccc(-n2nnnc2SCC(=O)NCCc2ccccc2)c1	-9
OCCN(Cc1ccccc1)CC1CCCCC1	0
CCNc1nc(NCC)nc(-n2nc(C)cc2C)n1	2
CCN(C(=O)CSc1nnc(-c2ccccc2Cl)n1C1CCCC1)C1CCS(=O)(=O)C1 (stereo unspecified)	3
O=C(NCc1cccnc1)Nc1cccc(NC(=O)NCc2cccnc2)c1	-7
CCc1nn(C(C)C(=O)N2CCN(Cc3ccccc3)CC2)c(=O)c2cc3occc3n12 (stereo unspecified)	-9
CCOc1ccc2nc(C)cc(C(=O)O)c2c1	-3
COCc1cc(=O)n2c(-c3ccccc3OC)n[nH]c2n1	-63
C=CCn1c(SCC(=O)Nc2ccc(C(=O)OCC)cc2)nnc1-c1sc(N)nc1C	-29
COc1ccc2c(c1)CCc1c(C(=O)Nc3c(C)n(C)n(-c4ccccc4)c3=O)noc1-2	-49
Cc1cc(OCn2ccc(C(=O)O)n2)ccc1Cl	19
COC(=O)c1ccccc1NC(=O)CN1C(=O)c2ccccc2S1(=O)=O	26
Cc1ncc([N+](=O)[O-])n1CC(O)CCl (stereo unspecified)	-25
Cc1nn(-c2ccccc2)c2nc(-c3ccco3)cc(C(=O)O)c12	23
CCCCNC(=O)c1ccc(NS(=O)(=O)c2ccccc2)cc1	-26
CN(C)c1ccc(-c2nc3ccccc3n2C)cc1	81*
CCOC(=O)Cn1nc(-c2ccccc2)nc1-c1ccccc1	-4
O=C(c1cccs1)N1CCOCC1	-11
Cc1noc(C)c1C(=O)Nc1sc2c(c1C(N)=O)CCCCC2	-34
COc1ccc(NC(=O)Nc2cccc(OC)c2)cc1	16
NC(=O)c1sc2nc3c(c(-c4cccs4)c2c1N)CCCC3	-49
Cc1ccc2ncccc2c1NS(=O)(=O)c1ccccc1	-37
Cc1n[nH]c(C)c1S(=O)(=O)N1CCCC(C(=O)Nc2ccc3c(c2)OCCO3)C1 (stereo unspecified)	-5
CCC(C)(C)NC(=O)C(c1cccn1C)N(Cc1ccc(C)cc1)C(=O)Cn1nnc2ccccc21 (stereo unspecified)	-5
N#Cc1c(NC(=O)CSc2ncc(-c3ccccc3)n2CC2CCCO2)sc2c1CCCC2 (stereo unspecified)	-18
CCn1c(SCC(N)=O)nc2c(c1=O)C1(CCCC1)Cc1ccccc1-2	4
CCOC(=O)N1CCC(NC(=O)c2ccc(CNS(=O)(=O)c3ccc(F)cc3)cc2)CC1	6
CCOC(=O)C1CCN(C(=O)C2(NC(=O)Nc3ccccc3Cl)CCCCC2)CC1	-47
CCOC(=O)CC(=O)CSc1nc2c(c(C)c1C#N)CCC2	-2
CCCCCCn1cnc2c(c1=O)c1nc3ccccc3nc1n2/N=C/c1ccco1	-46
O=C(CN(C(=O)Cn1nnc(-c2cccs2)n1)c1cnc2ccccc2c1)NCC1CCCO1 (stereo unspecified)	-28
CC(=O)c1cccc(N(CC(=O)O)S(C)(=O)=O)c1	1
Cc1cccc(-c2nsc(SCC(=O)Nc3nccs3)n2)c1	-24
Cc1nc2ccc(C(C(F)(F)F)(C(F)(F)F)C(F)(F)F)cc2[nH]1	-13
Cc1cccc(OCc2nnc(SCC(=O)c3cccs3)n2C)c1C	-10
CCOC(=O)/C=c1\s/c(=C\c2ccc3c(c2)OCCO3)c(=O)n1CC(=O)NCC1CCCO1 (stereo unspecified)	-69
O=C(C1CCCCC1)N(CCN1CCCC1)c1nc2ccccc2s1	-8
CCN(CC)c1ccc(C2NC(=O)NC(C)=C2C(=O)Nc2ccccc2)cc1 (stereo unspecified)	22
CCOC(=O)c1ccccc1NC(=O)CN(c1ccccc1)S(=O)(=O)N(C)C	-8
Cc1nc2sc(-c3ccccc3)cc2c(=O)n1-n1cccc1	-6
CCc1nnc(NC(=O)CCC(=O)N2CCN(CCOc3ccc(C)cc3)CC2)s1	-13
Cn1cnnc1SCC(=O)Nc1sccc1C#N	3
Cc1c(NC(=O)COc2ncnc3c(Cl)cc(Cl)cc23)c(=O)n(-c2ccccc2)n1C	-37
CCN1CCN(S(=O)(=O)Cc2ccccc2)CC1	1
CCCc1cc(=O)[nH]c(SCC(=O)N2CCN(c3ccccc3)CC2)n1	0
O=C(Cn1cnc2ccccc2c1=O)NC1CCCc2ccccc21 (stereo unspecified)	-7
CCC(=O)N1c2ccc(S(=O)(=O)CCC(=O)N3CCN(c4ccccc4)CC3)cc2CC1C (stereo unspecified)	-15
COc1cc2c(cc1OC)C(C(=O)O)C(c1ccc(C)o1)N(C)C2=O (stereo unspecified)	-9
CCCc1nc(-c2ccccc2O)n(-c2ccccc2)n1	-2
CCCC1C2CN(C(C)=O)CC=C2C(C#N)=C(N)C1(C#N)C#N (stereo unspecified)	-3
O=C(c1ccco1)N1CCN(C(c2ccccc2)c2nnnn2Cc2cccs2)CC1 (stereo unspecified)	2
CCCCNC(=O)c1cc(-c2ccc(OC)cc2)on1	-48
Nc1nc(SCc2ccc3c(c2)OCCO3)n[nH]1	-17
Cc1cc(C)nc(SCC(=O)Nn2cnnc2)n1	-27
O=C(O)c1cccc(NC(=O)c2cccc(S(=O)(=O)N3CCCCC3)c2)c1	-10
COc1ccc(NC(=O)c2cc(OC)c(OC)cc2OC)c(S(=O)(=O)N2CCOCC2)c1	1
O=C1CC(Sc2nnc(-c3ccccc3O)o2)C(=O)N1c1ccccc1 (stereo unspecified)	-47
CC(NCc1ccco1)C(=O)N1CCc2ccccc2C1 (stereo unspecified)	-5
CCOc1ccccc1NC(=O)CN(c1nccs1)S(=O)(=O)c1ccc(N)cc1	-27
Cc1ccc(S(=O)(=O)N2CCOCC2)cc1C(=O)NCc1cn2ccsc2n1	-14

# Continuation:
molecule	GBA activity up
Cc1ccc2nc(C(F)OC(F)(F)F)[nH]c2c1 (stereo unspecified)	-1
O=C(c1ccco1)N1CCN(C(c2ccccc2Cl)c2nnnn2Cc2cccs2)CC1 (stereo unspecified)	-8
CCN(CC)S(=O)(=O)c1ccc(-c2nnc(SCC(=O)N3CCOCC3)o2)cc1	-15
CCc1nc(SCc2cc(Cl)ccc2OC)n[nH]1	-19
Cc1ccc(C2C(C(=O)c3cccs3)=C(O)C(=O)N2CCN2CCOCC2)o1 (stereo unspecified)	4
COC(=O)c1cc(COc2ccc3oc(C)c(C(=O)OC)c3c2)c(C)o1	-2
Cc1cc(NC(=O)CC2CCCC2)n(-c2nc3ccccc3[nH]2)n1	1
O=C(NCc1cccc(Cl)c1)c1ccc2c(c1)OCO2	-12
O=C(NCc1ccco1)c1ccc(Br)s1	2
CCc1nc(N2CCCC(C)C2)c2oc3ccccc3c2n1 (stereo unspecified)	-19
COc1cccc(Oc2nc3ncn(Cc4ccccc4)c3c(=O)n2C)c1	-7
CC(C)CCNC(=O)CN(CC1CCCO1)C(=O)CCC(=O)Nc1ccccn1 (stereo unspecified)	1
COc1ccc(OCC(=O)N2CC3(C)CC2CC(C)(C)C3)cc1 (stereo unspecified)	6
NC(=O)C1CCN(CC(=O)N2c3ccccc3CCc3ccccc32)CC1	-19
CCC(c1nnnn1Cc1ccc2c(c1)OCO2)N1CCN(c2ccc(F)cc2)CC1 (stereo unspecified)	9
Cc1[nH]n(C(C)(C)C)c(=O)c1Sc1ccccc1	-51
Cc1n[nH]c(C)c1S(=O)(=O)N1CCCC(C(=O)Nc2nccs2)C1 (stereo unspecified)	2
CC(=O)Nc1cccc(NC(=O)C2CCCN2C(=O)Nc2ccc(C)cc2)c1 (stereo unspecified)	80*
Cc1cc(=O)[nH]c(/N=C(/NC(=O)c2ccccc2)Nc2ccc3c(c2)OCCO3)n1	-7
Cc1ccc(N2CCN(CC(O)COC3CCCCC3)CC2)cc1 (stereo unspecified)	-23
O=S(=O)(c1ccc(NC2CCCCC2)cc1)N1CCOCC1	-2
O=C(CSc1nnc(-c2ccncc2)n1-c1ccc(Cl)cc1)N1CCOCC1	-47
O=C(CCS(=O)(=O)c1cccc2nsnc12)NCc1ccccc1	5
Cc1ccccc1C1CC(c2ccccc2OC(F)F)Nc2ncnn21 (stereo unspecified)	-34
CC(C)N1CC(C(=O)Nc2ccc(Br)c(Cl)c2)CC1=O (stereo unspecified)	-21
COc1ccc(C2C(C(=O)c3cc4cccc(OC)c4o3)=C(O)C(=O)N2CCCN(C)C)cc1OC (stereo unspecified)	-17
O=C(Nc1ccccc1C(=O)N1CCCC1)c1cccc(S(=O)(=O)N2CCCCCC2)c1	-11
COC(=O)c1[nH]c2cc(C)ccc2c1NC(=O)CN1CCN(C(=O)c2ccco2)CC1	14
Cc1c(Cc2ccccc2)c(=O)oc2cc(OCc3nn[nH]n3)ccc12	-2
Cc1nc2ccccc2c2oc(C(=O)NCc3ccccn3)cc12	-2
COC(=O)N1CCN(c2ccc(Cl)c(Cl)c2)CC1	-42
CCc1nnc(NC(=O)CSc2nnc(CNc3ccc(F)cc3)n2C2CCCCC2)s1	-8
O=C(NC1CC1)c1ccc(-c2nc3ccccc3s2)s1	24
COC(=O)CCC(=O)Nc1ccc(OC)cc1	-36
Cn1c(=O)c2c(nc(CN3CCOCC3)n2CCCc2ccccc2)n(C)c1=O	0
O=C1C2C3C=CC(C3)C2C(=O)N1Cc1cccnc1 (stereo unspecified)	-18
CC(C)(C)SCCNS(=O)(=O)c1ccccc1	-7
Cc1ccccc1NC(=O)c1cccc2nccnc12	12
O=C(CCCn1c(=S)[nH]c2cc3c(cc2c1=O)OCO3)N1CCN(c2ccccn2)CC1	-10
O=c1oc2ccccc2cc1C1=Nn2c(nnc2-c2cccnc2)SC1	-9
CCn1c(SCC(=O)c2ccc(Cl)s2)nnc1-c1cccs1	9
O=C1NC(=O)C2(COC3(CCCC3)OC2)S1	6
Cc1cc(NC(=O)CSc2nccn2-c2ccc(Cl)cc2)no1	-9
CCn1c(SCc2nc3ccccc3nc2C)nnc1-c1cccs1	-1
CCCc1[nH]nc2c1C(c1ccc(OC(=O)N3CCOCC3)c(OC)c1)C(C#N)=C(N)O2 (stereo unspecified)	-15
Cc1ccc(NC(=O)NC(=O)N(c2ccccc2)S(C)(=O)=O)cc1	-1
CCOc1cc(C(=O)Nc2cnccn2)cc(OCC)c1OCC	9
O=C(CCCOc1ccccc1)N1CCN(c2ccccn2)CC1	-21
N#CCSc1nc2ccccc2c(=O)n1-c1ccccc1	-6
COc1c(F)c(F)c(C(=O)Nc2cccc(Cl)c2N2CCOCC2)c(F)c1F	12
CN(C)CCCNCCCNC(=O)c1ccccn1	-61
CCCSc1nnc2[nH]c(=O)cc(N)n12	6
COc1ccc(CCNc2oc(Cc3ccccc3)nc2C#N)cc1OC	-20
C/C(=C\C(=O)c1ccc(C)o1)Nc1ccc2c(c1)OCO2	-16
O=C(CSc1nnc(-c2ccccn2)n1Cc1ccco1)c1ccc(-c2ccccc2)cc1	-10
Cc1ccc(-c2cc(-c3ccc(F)cc3)nc(N)c2C#N)o1	15
Cc1ccccc1Cc1c(C)nc2nc(SCC(=O)NCc3ccco3)nn2c1C	-40
CCCn1c(CNC(=O)Cc2ccccc2)nc2ccccc21	33
O=C(CSc1ncnc2nc[nH]c12)N1CCN(c2ccc(Cl)cc2)CC1	-15
CC1=C(C(=O)OC(C)C)C(c2ccc(F)cc2)NC(=O)N1 (stereo unspecified)	3

# Next part.
molecule	GBA activity up
COc1ccc(-c2c3c(=O)n(C)c(=O)n(C)c3cn2-c2cccc(OC)c2)cc1	-5
Cc1ccc(CNC(=O)C2C3C=CC(C3)C2C(=O)O)cc1 (stereo unspecified)	-19
CC(C)Oc1ccc2c(=O)c(-c3ccccc3)coc2c1	-38
c1ccc(OCCCc2nc(-c3ccccn3)no2)cc1	1
CCC1(C)Cc2c(C#N)c(N)n(-c3ccccc3)c(=O)c2CO1 (stereo unspecified)	-7
COCCN1C(=O)C(=O)/C(=C(/O)c2ccc3c(c2)OCCO3)C1c1ccc(C(=O)OC)cc1 (stereo unspecified)	-28
Cn1nc(CC(=O)Nc2ncc(Br)s2)c2ccccc2c1=O	-59
Cc1ccccc1NC(=O)CNc1ccccc1N1CCCCC1	-12
CCOC(=O)CNc1nc(C(C)(C)C)nc2c1nnn2Cc1ccccc1Cl	1
O=C(NCc1ccc(F)cc1)C(c1cccs1)N(C(=O)c1csnn1)C1CC1 (stereo unspecified)	6
CCOc1ccccc1N(CC(=O)N1CCOCC1)S(=O)(=O)c1ccccc1	-9
O=C(NCC1CCCO1)c1ccccn1 (stereo unspecified)	3
Cc1cc(=O)n2c(C)n[nH]c2n1	-9
O=C(CSc1nnc(NC2CCCCC2)s1)NC1CCS(=O)(=O)C1 (stereo unspecified)	0
Cc1cc(C2C(=O)CC(=O)CC2c2ccccc2)on1 (stereo unspecified)	-22

# In a second layout: entries from further up
> COCCN1C(=O)C(=O)/C(=C(/O)c2ccc3c(c2)OCCO3)C1c1ccc(C(=O)OC)cc1 (stereo unspecified)
  GBA activity up: -28

> Cn1nc(CC(=O)Nc2ncc(Br)s2)c2ccccc2c1=O
  GBA activity up: -59

> Cc1ccccc1NC(=O)CNc1ccccc1N1CCCCC1
  GBA activity up: -12

# 6 entries picked at random from those above:
molecule	GBA activity up
O=C(CSc1nnc(-c2ccccn2)n1Cc1ccco1)c1ccc(-c2ccccc2)cc1	-10
O=C(c1ccco1)N1CCN(C(c2ccccc2)c2nnnn2Cc2cccs2)CC1 (stereo unspecified)	2
Cc1cc(=O)[nH]c(/N=C(/NC(=O)c2ccccc2)Nc2ccc3c(c2)OCCO3)n1	-7
Cc1ccccc1Cc1c(C)nc2nc(SCC(=O)NCc3ccco3)nn2c1C	-40
Cc1cc(OCn2ccc(C(=O)O)n2)ccc1Cl	19
COC(=O)c1ccccc1NC(=O)CN1C(=O)c2ccccc2S1(=O)=O	26
